High-throughput results (PubChem)
ADAM17 inh: ADAM17 inhibitors, primary screen, biochemical, QFRET | Disintegrin and metalloproteinase domain-containing protein 17 (Homo sapiens), P78536 | inhibition, % at 6.95 µM | recombinant ADAM17, EDANS/DABCYL FRET peptide cleavage | AID 720648, 2013 | hit rate 0.83% among 370,000;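 active means inhibition above the mean of compounds lying between control limits plus 3 SD, set per campaign, cut at about 8.5% in these data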;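 further: 0% = DMSO-only wells as the low control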
KLK7 zymogen act: proKLK7 zymogen activators, primary screen, biochemical, fluorescence intensity. purified proKLK7, EDANS-DABCYL substrate fluorescence; 100% is mature enzyme control, 0% vehicle. activation, % at 7 µM. hit rate 0.9% among 370,000. AID 652039, 2013;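 active means activation above the mean of all tested compounds plus 3 SD, computed per campaign excluding outliers beyond control limits, cut at about 13% in these data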
Target sequence (P49862 whole entry, looked up): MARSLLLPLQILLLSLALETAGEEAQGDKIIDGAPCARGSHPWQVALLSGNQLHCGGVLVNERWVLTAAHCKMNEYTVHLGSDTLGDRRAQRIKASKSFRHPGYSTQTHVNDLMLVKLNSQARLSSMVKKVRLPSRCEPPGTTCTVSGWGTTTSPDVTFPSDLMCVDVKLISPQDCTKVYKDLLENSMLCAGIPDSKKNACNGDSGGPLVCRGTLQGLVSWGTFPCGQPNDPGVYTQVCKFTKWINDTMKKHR
UHRF1 binding: UHRF1 methylated DNA binding inhibitors, primary screen, counter-screen for MBD2 inhibitor project, biochemical, TR-FRET, human UHRF1, single concentration; UHRF1 binding to methylated oligo; inhibition, % at 4.4 µM; hit rate 0.75% among 370,000; AID 687016, 2013; in the data active means inhibition above about 21%;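 further: UHRF1 SRA domain binding a hemimethylated CpG hairpin DNA probe; 0% = median of test compound wells and 100% = reference inhibitor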
PLC-gamma1 inh: PLC-gamma1 enzyme inhibitors, primary screen, biochemical, fluorescence, purified enzyme. 1-phosphatidylinositol 4,5-bisphosphate phosphodiesterase gamma-1 (Homo sapiens), P19174. fluorogenic substrate. hit rate 0.84% among 370,000. inhibition, % at 12.2 µM; in the data active means inhibition above about 9.5%
PLCb3 inh: human PLC-beta3 inhibitors, primary screen, biochemical, fluorescence; 1-phosphatidylinositol 4,5-bisphosphate phosphodiesterase beta-3 (Homo sapiens), Q01970; Purified PLC-beta3, fluorogenic substrate; inhibition, % at 12.2 µM; hit rate 0.18% among 370,000; AID 720704, 2013; in the data active means inhibition above about 11%;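 further: 0% = median of compound wells on plate and 100% = full blocker control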
ARFGAP1 inhibitor: inhibitors of rat ARFGAP1 GAP activity, primary screen, biochemical, fluorescence polarization, GDP tracer | inhibition, % at 16.5 µM | AID 651572, 2012 | ADP-ribosylation factor GTPase-activating protein 1 (Rattus norvegicus), Q62848 | Arfgap1-stimulated ARF1 GTP hydrolysis, GDP FP detection | hit rate 0.26% among 360,000;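 active means inhibition above a per-plate limit, mean inhibition of low control wells plus 3 SD, cut at about 25% in these data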;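 further: 0% = DMSO wells with enzyme and 100% = wells lacking Arfgap1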
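System: truncated rat Arfgap1 GAP domain / Medium: HEPES-based buffer, pH 7.5 / Also added: N-terminally truncated human ARF1-GTP substrate / Incubation: enzyme reaction 120 min at 25 °C after 20 min preincubation / Measured by: FP of antibody-bound GDP Alexa 633 tracer, ex 620/em 688 nm / Replicates: singlicate, each compound tested once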
MBD2 inh: inhibitors of MBD2 binding to methylated DNA, primary screen, biochemical, TR-FRET, DNA-binding domain, human | AID 686964, 2013 | inhibition, % at 4.4 µM | MBD2 binding to methylated oligonucleotide | hit rate 0.31% among 370,000; in the data active means inhibition above about 13%
Target sequence (Q9UBB5 whole entry, looked up, the tested form may be a part): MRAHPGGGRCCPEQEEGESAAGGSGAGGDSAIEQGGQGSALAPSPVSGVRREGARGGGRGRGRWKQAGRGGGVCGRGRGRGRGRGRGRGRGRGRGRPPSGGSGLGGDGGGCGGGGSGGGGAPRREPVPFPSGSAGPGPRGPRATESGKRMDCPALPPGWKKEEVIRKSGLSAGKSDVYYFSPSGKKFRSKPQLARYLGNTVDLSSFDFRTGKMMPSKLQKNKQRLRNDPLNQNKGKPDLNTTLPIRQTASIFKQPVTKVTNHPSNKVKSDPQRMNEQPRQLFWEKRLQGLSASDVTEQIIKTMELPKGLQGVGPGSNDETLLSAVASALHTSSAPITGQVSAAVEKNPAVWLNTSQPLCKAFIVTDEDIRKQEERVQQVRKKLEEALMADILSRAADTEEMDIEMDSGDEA
Tn7 DDE FP: inhibitors of Tn7 peptide binding to fibrin DD(E), primary screen, biochemical, fluorescence polarization, human fibrin, Tn7 probe. inhibition, % at 8.3 µM. AID 720508, 2013. hit rate 0.13% among 370,000. FP displacement of FITC-Tn7 peptide from fibrin DD(E); 0% = median of compound wells per plate. Fibrinogen beta chain (Homo sapiens), P02675;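 active means inhibition above the mean of compounds falling within the control limits plus 3 SD of them, cut at about 14% in these data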;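 further: 0% = plate median of compound wells and 100% = 10 µM Aha-Tn7 peptide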
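System: human fibrin DD(E); quantity: Fibrin-DD(E) at 2 µM final; also added: fluorescent Tn7 probe at 0.1 µM; compound dosing: single nominal test concentration of 8.3 µM per compound; schedule: 10 min preincubation, 3 h with tracer, room temperature; detection: fluorescence polarization of the labelled Tn7 tracer; repeats: one replicate per compound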
Tn6 DDE FP: inhibitors of Tn6 peptide binding to fibrin DD(E), primary screen, biochemical, fluorescence polarization, human fibrin, Tn6 probe; Fibrinogen beta chain (Homo sapiens), P02675; Fibrin DD(E) TRITC-Tn6 fluorescence polarization displacement; inhibition, % at 8.3 µM; hit rate 0.21% among 370,000;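 active means inhibition above a per-campaign cutoff: mean of compounds within control limits plus 3 SD, cut at about 15% in these data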;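 further: 0% = median of all compound wells on the plate and 100% = blocking peptide control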
ASAP1 inh: inhibitors of human ASAP1 ArfGAP activity, primary screen, biochemical, fluorescence polarization; inhibition, % at 16.5 µM; hit rate 0.19% among 360,000; Arf-GAP with SH3 domain, ANK repeat and PH domain-containing protein 1 (Homo sapiens), …; AID 624377, 2012; ASAP1-stimulated ARF1 GTP hydrolysis, GDP FP detection; in the data active means inhibition above about 25%;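 further: 0% = vehicle with enzyme and substrate and 100% = no enzyme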
Target sequence (Q9ULH1 325-724 limits assumed): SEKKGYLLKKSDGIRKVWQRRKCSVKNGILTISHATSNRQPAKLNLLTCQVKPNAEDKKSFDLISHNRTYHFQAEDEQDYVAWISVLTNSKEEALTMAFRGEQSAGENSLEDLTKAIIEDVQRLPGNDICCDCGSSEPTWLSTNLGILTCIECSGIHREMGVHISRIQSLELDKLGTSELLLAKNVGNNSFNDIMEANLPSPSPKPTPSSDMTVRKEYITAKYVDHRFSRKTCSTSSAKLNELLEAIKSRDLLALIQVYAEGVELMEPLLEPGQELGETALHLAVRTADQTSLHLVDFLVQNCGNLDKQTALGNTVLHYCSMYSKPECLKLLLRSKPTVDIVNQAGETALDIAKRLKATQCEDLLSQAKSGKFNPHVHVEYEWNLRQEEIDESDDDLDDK
The depositor's hits bear a star.

O=C(CNC(=S)N(Cc1ccccc1F)C1CCCCC1)NCC1CCCO1 (stereo not given) was read as ADAM17 inh 1.3, KLK7 zymogen act 0.7, UHRF1 binding -1.0, PLC-gamma1 inh 2.3, PLCb3 inh -2.7, ARFGAP1 inhibitor 1.3, MBD2 inh -2.5, Tn7 DDE FP -3.2, Tn6 DDE FP -1.9 and ASAP1 inh 3.3.
Screening CCOC(=O)C1(Cc2ccc(OC)cc2)CCN(C(=O)c2cncs2)CC1 returned ADAM17 inh -3.8, KLK7 zymogen act -0.2, UHRF1 binding 12.9, PLC-gamma1 inh 1.5, PLCb3 inh -0.9, ARFGAP1 inhibitor 0.1, MBD2 inh 2.3, Tn7 DDE FP 4.2, Tn6 DDE FP 4.0 and ASAP1 inh -11.0.
Cc1cccc(C)c1NC(=O)COC(=O)Cc1ccsc1 was read as ADAM17 inh -5.3, KLK7 zymogen act 0.3, UHRF1 binding 2.5, PLC-gamma1 inh -0.9, PLCb3 inh -0.1, ARFGAP1 inhibitor -15.1, MBD2 inh -4.7, Tn7 DDE FP -1.7, Tn6 DDE FP 2.2 and ASAP1 inh 10.4.
`CCC(Oc1ccccc1)C(=O)NC1CCCCCC1` (stereo not given) gave ADAM17 inh -0.4, KLK7 zymogen act 0.2, UHRF1 binding 0.0, PLC-gamma1 inh 0.6, PLCb3 inh -8.6, ARFGAP1 inhibitor 15.6, MBD2 inh 0.5, Tn7 DDE FP -4.4, Tn6 DDE FP -5.8 and ASAP1 inh 2.7.
For COc1ccc(OC)c(C2=NO[C@@](CC(=O)O)(C(=O)Nc3ccc4c(c3)OCCO4)C2)c1 the results were ADAM17 inh -10.6, KLK7 zymogen act -0.1, UHRF1 binding -0.1, PLC-gamma1 inh -4.8, PLCb3 inh -12.0, ARFGAP1 inhibitor 7.8, MBD2 inh -2.7, Tn7 DDE FP 1.6, Tn6 DDE FP 5.9 and ASAP1 inh 9.7.
Screening CCOC(=O)C1=C(C)N(C[C@@H]2CC[C@@H](Cc3ccc(-c4ccccc4)cc3)O2)C(=O)NC1c1cccc([N+](=O)[O-])c1 (stereo not given in full) returned ADAM17 inh -1.5, KLK7 zymogen act 0.6, UHRF1 binding 15.1, PLC-gamma1 inh 0.1, PLCb3 inh 2.9, ARFGAP1 inhibitor -0.9, MBD2 inh 3.1, Tn7 DDE FP 1.1, Tn6 DDE FP 0.4 and ASAP1 inh 3.1.
For COc1cccc(NC(=O)C2CCCN2C(=O)Nc2ccccc2)c1 (stereo not given) the results were ADAM17 inh -1.3, KLK7 zymogen act -0.1, UHRF1 binding -2.0, PLC-gamma1 inh -1.1, PLCb3 inh -5.6, ARFGAP1 inhibitor -4.8, MBD2 inh -0.1, Tn7 DDE FP -0.6, Tn6 DDE FP -1.3 and ASAP1 inh -9.8.
O=C1CN(C(=O)CN2C(=O)NC3(CCCCC3)C2=O)c2ccccc2N1 was read as ADAM17 inh -2.2, KLK7 zymogen act 0.1, UHRF1 binding 1.3, PLC-gamma1 inh -1.0, PLCb3 inh -5.0, ARFGAP1 inhibitor 1.1, MBD2 inh -3.3, Tn7 DDE FP -9.8, Tn6 DDE FP 1.8 and ASAP1 inh 2.9.
Screening Cc1cccc(C(=O)N[C@H](C(=O)NCc2cccs2)C(C)C)c1 returned ADAM17 inh -4.3, KLK7 zymogen act -0.1, UHRF1 binding 15.5, PLC-gamma1 inh -0.1, PLCb3 inh -2.6, ARFGAP1 inhibitor 9.3, MBD2 inh 6.5, Tn7 DDE FP 3.2, Tn6 DDE FP 5.4 and ASAP1 inh -4.9.
For CCOC(=O)CSC1=C(C#N)C(c2ccc(Cl)cc2)C(C(=O)OC)C(=O)N1 (stereo not given) the results were ADAM17 inh 4.9, KLK7 zymogen act 1.3, UHRF1 binding -1.3, PLC-gamma1 inh -4.7, PLCb3 inh -1.3, ARFGAP1 inhibitor 9.5, MBD2 inh -6.1, Tn7 DDE FP 6.2, Tn6 DDE FP -1.6 and ASAP1 inh -6.5.
For COCCCNC(=O)c1ccc(-c2nc3ccccc3nc2-c2ccccc2)cc1 the results were ADAM17 inh -54.1, KLK7 zymogen act 0.5, UHRF1 binding -2.4, PLC-gamma1 inh -20.6, PLCb3 inh -28.4, ARFGAP1 inhibitor -6.7, MBD2 inh 1.6, Tn7 DDE FP 8.2, Tn6 DDE FP 2.8 and ASAP1 inh -1.2.
Screening Cc1nnc(SCc2ccccc2)nc1-c1ccccc1 returned ADAM17 inh 3.6, KLK7 zymogen act -0.6, UHRF1 binding 0.8, PLC-gamma1 inh 0.2, PLCb3 inh 2.3, ARFGAP1 inhibitor -8.6, MBD2 inh -3.5, Tn7 DDE FP 0.1, Tn6 DDE FP 2.6 and ASAP1 inh -2.1.
For COc1cc(C(=O)NCc2nnc(SCC(=O)Nc3cc(C)on3)o2)cc(OC)c1OC the results were ADAM17 inh 0.9, KLK7 zymogen act 0.1, UHRF1 binding 4.3, PLC-gamma1 inh 2.5, PLCb3 inh -8.7, ARFGAP1 inhibitor 6.7, MBD2 inh -4.2, Tn7 DDE FP -5.5, Tn6 DDE FP 1.5 and ASAP1 inh -12.0.
`CCN1C[C@@H]2[C@@H]3C(=O)N(C)C(=O)[C@@H]3[C@](CC)(C1=O)N2C(=O)c1ccc(C)cc1` gave ADAM17 inh -7.3, KLK7 zymogen act 0.0, UHRF1 binding 0.9, PLC-gamma1 inh 1.1, PLCb3 inh -0.8, ARFGAP1 inhibitor -5.9, MBD2 inh 3.6, Tn7 DDE FP 4.4, Tn6 DDE FP -2.2 and ASAP1 inh -5.4.
`CN(C)/C(Cn1cncn1)=C1/N=C(c2ccccc2)OC1=O` gave ADAM17 inh 0.0, KLK7 zymogen act 0.6, UHRF1 binding -10.7, PLC-gamma1 inh 3.0, PLCb3 inh 3.3, ARFGAP1 inhibitor 4.1, MBD2 inh 0.0, Tn7 DDE FP 2.6, Tn6 DDE FP -5.4 and ASAP1 inh -8.4.
Screening COc1ccc(C)cc1NCc1cccc(OC)c1OC returned ADAM17 inh -1.6, KLK7 zymogen act 0.3, UHRF1 binding -1.5, PLC-gamma1 inh 3.0, PLCb3 inh 4.2, ARFGAP1 inhibitor 8.5, MBD2 inh 0.4, Tn7 DDE FP -3.7, Tn6 DDE FP -4.2 and ASAP1 inh 2.2.
`COc1ccc(-n2c(C)c(C)c3c(NCCCO)ncnc32)cc1` gave ADAM17 inh -2.4, KLK7 zymogen act -0.9, UHRF1 binding 0.6, PLC-gamma1 inh 1.6, PLCb3 inh -2.2, ARFGAP1 inhibitor 6.8, MBD2 inh 5.0, Tn7 DDE FP 1.4, Tn6 DDE FP -2.5 and ASAP1 inh -4.6.
Screening CC(=O)Nc1c(NC(C)(C)C)c2ccccc2oc1=O returned ADAM17 inh -2.0, KLK7 zymogen act 0.7, UHRF1 binding -0.8, PLC-gamma1 inh -0.4, PLCb3 inh -6.2, ARFGAP1 inhibitor 4.7, MBD2 inh -1.6, Tn7 DDE FP -3.5, Tn6 DDE FP -9.5 and ASAP1 inh -1.8.
Screening CC(C)CNC(=S)N1CCN(Cc2ccc3c(c2)OCO3)CC1 returned ADAM17 inh -2.3, KLK7 zymogen act -0.1, UHRF1 binding 0.6, PLC-gamma1 inh 0.7, PLCb3 inh 4.4, ARFGAP1 inhibitor -7.9, MBD2 inh 4.4, Tn7 DDE FP -5.6, Tn6 DDE FP 0.8 and ASAP1 inh -1.5.
O=C1c2ccccc2NC(c2ccccn2)N1c1ccccc1F (stereo not given) was read as ADAM17 inh -327.8, KLK7 zymogen act 18.2*, UHRF1 binding -1.4, PLC-gamma1 inh -427.2, PLCb3 inh inactive, ARFGAP1 inhibitor 4.4, MBD2 inh 4.5, Tn7 DDE FP -4.2, Tn6 DDE FP -3.1 and ASAP1 inh 5.6.
Screening CCN1C(=O)[C@H]2[C@@H](c3ccc(-c4ccccc4)cc3)N3CCC[C@@]3(C(=O)OC)[C@H]2C1=O returned ADAM17 inh 2.6, KLK7 zymogen act 0.4, UHRF1 binding -0.6, PLC-gamma1 inh -5.6, PLCb3 inh -9.6, ARFGAP1 inhibitor -12.7, MBD2 inh -6.7, Tn7 DDE FP 9.7, Tn6 DDE FP 0.2 and ASAP1 inh -3.1.
Screening O=C(c1ccc(OC2CCN(Cc3ccccc3C(F)(F)F)CC2)cc1)N1CCCCC1 returned ADAM17 inh 5.6, KLK7 zymogen act -0.3, UHRF1 binding 1.2, PLC-gamma1 inh -1.2, PLCb3 inh -3.8, ARFGAP1 inhibitor 6.5, MBD2 inh 1.1, Tn7 DDE FP -1.4, Tn6 DDE FP 0.7 and ASAP1 inh -3.4.
Screening CCOC(=O)C1CCN(C(=O)CCCCn2c(=O)[nH]c3ccccc3c2=O)CC1 returned ADAM17 inh -0.9, KLK7 zymogen act 0.3, UHRF1 binding -0.3, PLC-gamma1 inh 1.3, PLCb3 inh 3.2, ARFGAP1 inhibitor 1.8, MBD2 inh -3.4, Tn7 DDE FP -1.1, Tn6 DDE FP 3.3 and ASAP1 inh -11.1.
CCC1Oc2nc(SC)nnc2-c2ccccc2N1C(=O)c1ccccc1 (stereo not given) was read as ADAM17 inh -7.2, KLK7 zymogen act 4.7, UHRF1 binding -2.8, PLC-gamma1 inh -193.2, PLCb3 inh -249.2, ARFGAP1 inhibitor 11.2, MBD2 inh 1.8, Tn7 DDE FP -2.3, Tn6 DDE FP 2.7 and ASAP1 inh 2.1.
For CCCCN1C(Nc2ccccc2)=NC[C@@H]1C the results were ADAM17 inh -3.9, KLK7 zymogen act -1.2, UHRF1 binding -0.9, PLC-gamma1 inh 0.7, PLCb3 inh 0.2, ARFGAP1 inhibitor -8.7, MBD2 inh -4.1, Tn7 DDE FP -1.4, Tn6 DDE FP 3.2 and ASAP1 inh 6.7.
